CR mimetic SO: caloric restriction mimetics inhibiting age-related superoxide in yeast. AID 2690. superoxide response (% of plate mean), % at 10 µM. 330,000 tested, 0.18% active. S. cerevisiae aged cells, superoxide DHE fluorescence; active compounds read low;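 active means superoxide response under a set limit, about three screen SD below normal, cut at about 65% in these data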;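 further: yeast aged for seven days with compound at 30 °C before DHE staining; 100% = average MFI of all compound-treated wells on the plate with controls excluded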
MEP2 TOR yeast: alters MEP2-GFP fluorescence in TOR pathway yeast screen; AID 2016; 330,000 tested, 0.51% active; S. cerevisiae MEP2-GFP strain, flow cytometry GFP, 3 h; 100% = DMSO control level; GFP response vs DMSO, % at 10 µM;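 active means GFP response versus DMSO above a set limit, roughly screen mean plus 3 SD, cut at about 180% in these data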;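 further: median GFP fluorescence of the barcode-gated MEP2-GFP cells per well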
proCasp7 act: counter-screen: procaspase-7 (human) activation. recombinant procaspase-7, Ac-DEVD-pNA absorbance 405 nm; D23A/D198A/D206A triple mutant, cannot self-cleave; scale: DMSO 0, 5 µM enzyme 100. activation, % at 8.5 µM. 330,000 tested, 0.093% active. AID 463210;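 active means percent activation above the screen-wide mean plus 3 SD, cut at about 25% in these data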
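Test system: Procaspase-7 triple mutant (PC-7 D3A). Also added: Ac-DEVD-pNA substrate, 400 µM as added. Schedule: 1 h enzyme–compound preincubation and 2 h substrate reaction, both 25 °C. Signal: p-Nitroaniline absorbance at 405 nm, read at 0 and 120 min. Control set: low DMSO alone, high DMSO plus 5 µM PC-7.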
GASC-1 inh: inhibitors of human GASC-1 (JMJD2C) demethylase; Q9H3R0; inhibition, % at 2.35 µM; AID 2099; GST-JMJD2C(1-420) H3K9me3 demethylation, DELFIA europium; 330,000 tested, 0.069% active;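 active means more than half of a compound's replicate wells show inhibition beyond 50%, single wells judged on their own value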;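 further: signal counts dimethyl H3K9 product captured on neutravidin plate; 0% = median of DMSO wells and 100% = 0.3 times that DMSO median; strong numbers were not always called active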
RPL19A-GFP yeast: yeast TOR pathway RPL19A-GFP modulation; S. cerevisiae RPL19A-GFP strain, flow cytometry, 3 h; active compounds read low; percent response vs DMSO, % at 10 µM; 330,000 tested, 0.3% active;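 active means percent response vs DMSO below 50%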;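 further: median channel GFP fluorescence of the barcoded RPL19A-GFP strain; ratio of sample median GFP to plate DMSO average so 100% = DMSO; lower means less RPL19A-GFP as with rapamycin TOR inhibition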
procasp3 activ: activators of human procaspase-3; recombinant procaspase-3 D3A, Ac-DEVD-pNA absorbance 405 nm; activation, % at 8.5 µM; 330,000 tested, 0.11% active; AID 463141;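 active means activation above the mean of all tested compounds plus 3 SD, cut at about 21% in these data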;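 further: 0% = DMSO alone and 100% = DMSO wells spiked with extra 5 µM PC-3 D3A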
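Test system: Procaspase-3 D3A mutant, all three cleavage aspartates alanine | Dosing: Single dose, 8.5 µM nominal compound, 0.8% DMSO | Schedule: 1 h preincubation, 2 h reaction | Technique: 405 nm absorbance of p-nitroaniline, reads at 0 and 120 min | Repeats: One well per compound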
AHR act: human AHR activation | 320,000 tested, 2.5% active | AID 2796 | P35869 | activation, % at 5 µM | AHR-responsive luciferase reporter cells, luminescence; in the data active means activation above about 47%;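 further: 0% = vehicle wells and 100% = reference agonist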
Target sequence (P35869 whole entry, looked up): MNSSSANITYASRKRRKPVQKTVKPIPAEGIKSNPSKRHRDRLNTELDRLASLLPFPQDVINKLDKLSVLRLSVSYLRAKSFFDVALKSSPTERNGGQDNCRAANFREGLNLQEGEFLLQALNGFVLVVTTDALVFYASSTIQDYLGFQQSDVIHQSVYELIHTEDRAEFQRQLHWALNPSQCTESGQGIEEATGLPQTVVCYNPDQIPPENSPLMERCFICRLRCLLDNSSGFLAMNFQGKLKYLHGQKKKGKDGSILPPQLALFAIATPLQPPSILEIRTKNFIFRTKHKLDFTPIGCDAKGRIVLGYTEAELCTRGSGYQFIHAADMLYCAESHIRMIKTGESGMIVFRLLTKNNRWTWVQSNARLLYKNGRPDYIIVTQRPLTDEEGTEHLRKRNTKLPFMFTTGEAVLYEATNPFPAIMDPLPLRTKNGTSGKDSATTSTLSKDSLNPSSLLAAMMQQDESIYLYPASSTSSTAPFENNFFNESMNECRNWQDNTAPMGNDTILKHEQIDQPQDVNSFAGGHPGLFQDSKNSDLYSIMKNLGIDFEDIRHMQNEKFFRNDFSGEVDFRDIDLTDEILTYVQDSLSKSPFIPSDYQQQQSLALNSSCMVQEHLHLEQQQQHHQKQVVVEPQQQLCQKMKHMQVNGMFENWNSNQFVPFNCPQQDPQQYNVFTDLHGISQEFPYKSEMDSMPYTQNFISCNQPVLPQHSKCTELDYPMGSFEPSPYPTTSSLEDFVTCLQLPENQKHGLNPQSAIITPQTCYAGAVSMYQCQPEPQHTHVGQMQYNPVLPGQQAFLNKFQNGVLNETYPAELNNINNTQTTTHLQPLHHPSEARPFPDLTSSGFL
LAP4-GFP MLPCN: modulators of TOR pathway LAP4-GFP in S. cerevisiae. S. cerevisiae LAP4-GFP multiplex, flow cytometry GFP, 3 h; median GFP as percent of DMSO wells. GFP response vs DMSO, % at 10 µM. 320,000 tested, 0.34% active;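 active means GFP response vs DMSO above a set limit, about the screen mean plus 3 SD, cut at about 150% in these data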
* hit, by the source's call; / = not tested or not shown; [ ] = another dose, or the depositor's remark. The order is random, and some 3.8% of all compounds hit somewhere here.

| entry | SMILES | RPL19A-GFP yeast | MEP2 TOR yeast | LAP4-GFP MLPCN | proCasp7 act | AHR act | procasp3 activ | CR mimetic SO | GASC-1 inh |
| --- | --- | --- | --- | --- | --- | --- | --- | --- | --- |
| 1 | COC(=O)c1cnn(-c2cc(Oc3cccc(C)c3)ncn2)c1N | 100 | 100 | 109 | 2 | 5 | 6 | 134 | -7 |
| 2 | O=C(CSc1nc2ccccc2c(=O)n1NC(=O)c1ccccc1)c1ccccc1 | 101 | 100 | 106 | -2 | 1 | -2 | 88 | -1 |
| 3 | c1ccc(Oc2cc(-c3ccccc3)nc(-c3ccccc3)n2)cc1 | 101 | 109 | 95 | 0 | -1 | 2 | 111 | 1 |
| 4 | Cc1ccc(S(=O)(=O)NC(CC(C)C)C(=O)NCC(c2ccco2)N2CCCCC2)cc1 (stereo unspecified) | 100 | 101 | 109 | 4 | 4 | -4 | 98 | -3 |
| 5 | COc1cccc(NC(=O)C2CC2)c1 | 112 | 99 | 108 | 8 | 2 | 10 | 98 | -4 |
| 6 | CC1=NN(C(=O)Cc2ccc(C)cc2)C(O)(c2cccnc2)C1 (stereo unspecified) | 101 | 102 | 101 | 13 | 3 | 4 | 113 | 2 |
| 7 | c1cncc(-c2nnc(-c3cccnc3)nn2)c1 | 103 | 102 | 95 | -4 | 10 | -4 | 108 | -18 |
| 8 | O=c1[nH]c(=S)[nH]c2sccc12 | 109 | 104 | 97 | -8 | 1 | -5 | 104 | 0 |
| 9 | CCCS(=O)(=O)NCCc1cc2cc(C)c(C)cc2[nH]c1=O | 101 | 110 | 107 | 7 | 12 | 1 | 86 | 0 |
| 10 | COc1ccc(COCC(O)CN2CCCCC2)cc1OC (stereo unspecified) | 83 | 84 | 79 | 8 | 1 | 5 | 92 | -2 |
| 11 | COC(=O)C1CCN(C(=O)/C(C)=C\c2ccccc2)CC1 | 104 | 108 | 101 | -13 | 6 | 10 | 79 | -25 |
| 12 | COc1ccc(/C=N/NC(=O)CCC(=O)Nc2ccc(Br)cc2)c(OC)c1 | 43*[may fluoresce violet] | 830*[may fluoresce violet] | 79[may fluoresce violet] | -3 | 8 | -2 | 95 | 6 |

The last two compounds of the section above lead into the next.
| entry | SMILES | RPL19A-GFP yeast | MEP2 TOR yeast | LAP4-GFP MLPCN | proCasp7 act | AHR act | procasp3 activ | CR mimetic SO | GASC-1 inh |
| --- | --- | --- | --- | --- | --- | --- | --- | --- | --- |
| 11 | COC(=O)C1CCN(C(=O)/C(C)=C\c2ccccc2)CC1 | 104 | 108 | 101 | -13 | 6 | 10 | 79 | -25 |
| 12 | COc1ccc(/C=N/NC(=O)CCC(=O)Nc2ccc(Br)cc2)c(OC)c1 | 43*[may fluoresce violet] | 830*[may fluoresce violet] | 79[may fluoresce violet] | -3 | 8 | -2 | 95 | 6 |
| 13 | O=C(Cn1cnnn1)NCCc1ccc(Cl)cc1Cl | 100 | 109 | 100 | 2 | -1 | 1 | 93 | -3 |
| 14 | CCOc1cc(S(=O)(=O)Nc2ncn[nH]2)ccc1Br | 100 | 104 | 97 | -3 | 1 | 0 | 99 | -6 |
| 15 | COc1cc(/C=N/NC(=O)CCn2cnc(-c3ccccc3)c2-c2ccccc2)ccc1O | 111 | 109 | 67 | -10 | 6 | 1 | 99 | 6 |
| 16 | CN(c1ccccc1C(=O)Nc1cccc(Br)c1)S(=O)(=O)c1ccccc1 | 103 | 103 | 100 | 0 | 4 | 1 | 89 | -20 |
| 17 | CCOc1ccccc1-c1cc(C(=O)N/N=C/c2ccc(O)c(OC)c2)c2ccccc2n1 | 112 | 112 | 81 | 2 | 21 | -1 | 103 | -2 |
| 18 | Cc1onc(-c2ccccc2)c1CNC(=O)Nc1ccccc1 | 98 | 94 | 98 | 4 | 2 | -3 | 89 | -6 |
| 19 | COc1ccccc1/C=C/C(=O)OCC(=O)c1c[nH]c2ccccc12 | 101 | 112 | 116 | 4 | 17 | 4 | 96 | -1 |
| 20 | CN(CC(=O)Nc1ccc(Cl)cc1)CC(=O)Nc1cc(Cl)ccc1C#N | 90 | 92 | 93 | 6 | 19 | -4 | 93 | -2 |
| 21 | CCc1ccc(NCCC(=O)c2ccc(Br)cc2)cc1 | 102 | 104 | 108 | -7 | -2 | -1 | 108 | -36 |
| 22 | CCCCn1ccnc1C | 105 | 121 | 99 | / | / | / | 95 | -1 |
| 23 | CCN(CC(=O)Nc1ccc(Cl)c(C(F)(F)F)c1)CC(=O)NC1CCS(=O)(=O)C1 (stereo unspecified) | 60 | 148 | 95 | 0 | 1 | 0 | 105 | -7 |
| 24 | Cc1cccc(C(=O)NN(C)c2nc(-c3ccccc3)nnc2C(F)(F)F)c1 | 99 | 101 | 102 | 12 | -2 | 0 | 101 | 6 |

Some values from the list.
COc1cc(/C=N/NC(=O)CCn2cnc(-c3ccccc3)c2-c2ccccc2)ccc1O | proCasp7 act: -10
CN(c1ccccc1C(=O)Nc1cccc(Br)c1)S(=O)(=O)c1ccccc1 | procasp3 activ: 1
Cc1onc(-c2ccccc2)c1CNC(=O)Nc1ccccc1 | CR mimetic SO: 89
CCCCn1ccnc1C | MEP2 TOR yeast: 121
CCN(CC(=O)Nc1ccc(Cl)c(C(F)(F)F)c1)CC(=O)NC1CCS(=O)(=O)C1 (stereo unspecified) | CR mimetic SO: 105
Cc1cccc(C(=O)NN(C)c2nc(-c3ccccc3)nnc2C(F)(F)F)c1 | proCasp7 act: 12

Down the list, quoted from above:
GASC-1 inh for entries 15 to 21, in order: 6, -20, -2, -6, -1, -2, -36
proCasp7 act for entries 15 to 21, in order: -10, 0, 2, 4, 4, 6, -7

Next section.
| entry | SMILES | RPL19A-GFP yeast | MEP2 TOR yeast | LAP4-GFP MLPCN | proCasp7 act | AHR act | procasp3 activ | CR mimetic SO | GASC-1 inh |
| --- | --- | --- | --- | --- | --- | --- | --- | --- | --- |
| 25 | COc1ccc(NC(=O)CCNS(=O)(=O)c2cc(Br)cnc2N)cc1OC | 101 | 104 | 100 | 6 | 2 | 10 | 106 | 2 |
| 26 | CC1CCN(Cc2ccc(NC(=O)CC3Oc4ccccc4NC3=O)cc2)CC1 (stereo unspecified) | 96 | 109 | 108 | -1 | 4 | 6 | 97 | -16 |
| 27 | CCN(CC)CCN(C(=O)c1ccc2c(c1)CCCC2)c1nc2ccc(F)cc2s1 | 96 | 102 | 107 | 7 | 6 | 5 | 105 | 5 |
| 28 | COc1ccc(N)cc1C#N | 98 | 109 | 103 | 6 | 2 | 6 | 94 | 2 |
| 29 | Cc1ccc2c(c1)C(=O)C(=O)N2Cc1ccc(C(F)(F)F)cc1 | 98 | 90 | 105 | -6 | 9 | 6 | 106 | -1 |

Compound activity from PubChem.
